AGP1-GFP MLPCN: yeast TOR pathway AGP1-GFP modulation; actives 0.02% (n = 320,000); S. cerevisiae AGP1-GFP multiplex flow cytometry, 3 h; GFP as percent of DMSO wells; AID 2066; GFP response vs DMSO, % at 10 µM;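 active means GFP response relative to DMSO above a set limit, near screen average plus 3 SD, cut at about 150% in these data; inconclusive means fewer than 70 cells counted for the yeast strain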;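 further: median GFP channel fluorescence of the gated AGP1 strain per well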
RPL19A-GFP yeast: alters RPL19A-GFP fluorescence in TOR pathway yeast screen; S. cerevisiae RPL19A-GFP strain, flow cytometry, 3 h; active compounds read low; percent response vs DMSO, % at 10 µM; actives 0.3% (n = 330,000);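 active means percent response vs DMSO below 50%; inconclusive means fewer than 70 events counted for the yeast strain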;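 further: median channel GFP fluorescence of the barcoded RPL19A-GFP strain; ratio of sample median GFP to plate DMSO average so 100% = DMSO; lower means less RPL19A-GFP as with rapamycin TOR inhibition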
GRK2 aptamer HTS: blocks RNA aptamer binding to human GRK2. P25098. bead flow cytometry, FAM-aptamer displacement from GRK2. inhibition of aptamer binding, % at 10 µM. actives 0.59% (n = 330,000);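 active means inhibition of aptamer binding above 40%, roughly 3 SD of noise, on plates passing a quality check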;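 further: median bead fluorescence of bound FAM aptamer so fluorescent compounds give negative values; no value below 0 was filed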
LAP4 TOR yeast: yeast TOR pathway LAP4-GFP modulation. S. cerevisiae LAP4-GFP multiplex, flow cytometry GFP, 3 h; median GFP as percent of DMSO wells. GFP response vs DMSO, % at 10 µM. actives 0.34% (n = 320,000);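 active means GFP response vs DMSO above a set limit, about the screen mean plus 3 SD, cut at about 150% in these data; inconclusive means under 70 cell events counted for the yeast strain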
CIT2 TOR yeast: yeast TOR pathway CIT2-GFP modulation | S. cerevisiae CIT2-GFP strain, flow cytometry, 3 h; 100 means same as DMSO wells | GFP response vs DMSO, % at 10 µM | actives 0.065% (n = 320,000);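 active means GFP response relative to DMSO above a set limit, near the screen mean plus 3 SD, cut at about 150% in these data; inconclusive means Fewer than 70 cells measured for a yeast strain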;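 further: ratio of well median GFP fluorescence to mean of DMSO wells on the plate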
MEP2 TOR yeast: yeast TOR pathway MEP2-GFP modulation. AID 2016. S. cerevisiae MEP2-GFP strain, flow cytometry GFP, 3 h; 100% = DMSO control level. actives 0.51% (n = 330,000). GFP response vs DMSO, % at 10 µM;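 active means GFP response versus DMSO above a set limit, roughly screen mean plus 3 SD, cut at about 180% in these data; inconclusive means fewer than 70 cells counted for a yeast strain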;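 further: median GFP fluorescence of the barcode-gated MEP2-GFP cells per well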
VLA-4 inh: inhibition in a human VLA-4 binding assay | VLA-4 expressing cells, ligand binding flow cytometry | inhibition, % (about 7 µM as worked out from the volumes in the protocol) | actives 0.2% (n = 330,000) | AID 2557; in the data active means inhibition above about 50%
Target sequence (P13612 whole entry, looked up): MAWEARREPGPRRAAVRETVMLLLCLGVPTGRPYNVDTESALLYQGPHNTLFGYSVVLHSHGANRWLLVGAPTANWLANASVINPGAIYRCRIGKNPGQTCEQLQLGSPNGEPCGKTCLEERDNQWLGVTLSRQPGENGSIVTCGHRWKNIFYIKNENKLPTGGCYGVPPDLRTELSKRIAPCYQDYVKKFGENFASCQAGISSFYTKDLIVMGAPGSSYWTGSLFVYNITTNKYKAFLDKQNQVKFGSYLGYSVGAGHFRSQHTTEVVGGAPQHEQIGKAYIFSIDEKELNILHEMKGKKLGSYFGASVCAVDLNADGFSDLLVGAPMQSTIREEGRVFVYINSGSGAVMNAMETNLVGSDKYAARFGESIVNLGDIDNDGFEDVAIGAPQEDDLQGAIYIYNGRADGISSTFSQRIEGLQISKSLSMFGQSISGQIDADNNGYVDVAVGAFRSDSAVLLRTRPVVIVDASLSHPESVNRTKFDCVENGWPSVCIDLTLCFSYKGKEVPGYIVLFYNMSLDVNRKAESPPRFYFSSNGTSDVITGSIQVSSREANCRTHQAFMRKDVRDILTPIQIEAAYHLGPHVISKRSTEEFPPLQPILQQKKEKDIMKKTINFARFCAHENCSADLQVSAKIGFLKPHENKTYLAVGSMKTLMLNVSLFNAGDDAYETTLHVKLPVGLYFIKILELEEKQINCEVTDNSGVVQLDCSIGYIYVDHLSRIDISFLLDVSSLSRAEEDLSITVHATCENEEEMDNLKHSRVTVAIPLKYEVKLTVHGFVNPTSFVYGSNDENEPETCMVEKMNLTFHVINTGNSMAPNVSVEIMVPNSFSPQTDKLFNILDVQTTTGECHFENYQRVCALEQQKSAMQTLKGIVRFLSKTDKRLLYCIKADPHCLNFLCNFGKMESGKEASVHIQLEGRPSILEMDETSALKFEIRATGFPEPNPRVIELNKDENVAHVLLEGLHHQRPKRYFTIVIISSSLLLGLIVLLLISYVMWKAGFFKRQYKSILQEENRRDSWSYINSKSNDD
GASC-1 inh: blocks human GASC-1 demethylase activity; Q9H3R0; GST-JMJD2C(1-420) H3K9me3 demethylation, DELFIA europium; inhibition, % at 2.35 µM; actives 0.069% (n = 330,000); AID 2099;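 active means more than half of a compound's replicate wells show inhibition beyond 50%, single wells judged on their own value; inconclusive means some, but no more than half, of replicates pass 50% inhibition; inactive means no replicate passes 50% inhibition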;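 further: signal counts dimethyl H3K9 product captured on neutravidin plate; 0% = median of DMSO wells and 100% = 0.3 times that DMSO median; strong numbers were not always called active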
* hit, by the source's call; ? = inconclusive; / = no result given; [ ] = dose if it differs, or a comment.

SMILES | AGP1-GFP MLPCN | RPL19A-GFP yeast | GRK2 aptamer HTS | LAP4 TOR yeast | CIT2 TOR yeast | MEP2 TOR yeast | VLA-4 inh | GASC-1 inh
Cc1cc(=O)n2nc(N3CCCC(C(=O)N4CCN(C)CC4)C3)sc2n1 (stereo not drawn) | 87 | 87 | 0 | 84 | 85 | 89 | 2 | 23
CC(C)CCNc1nc(-c2ccco2)c2c(c1C#N)CCCC2 | 87 | 104 | 0 | 115 | 92 | 103 | 5 | -11
Cc1ccc(S(=O)(=O)N2CCCOC2CNC(=O)C(=O)NC2CCCC2)cc1 (stereo not drawn) | 103 | 95 | 3 | 101 | 90 | 94 | 3 | 5
CCN(CCCNC(=O)c1[nH]c(C)c(C(C)=O)c1C)c1ccccc1 | 103 | 97 | 0 | 102 | 99 | 113 | 4 | 23
CCCC(=O)Nc1nc(-c2ccc(Cl)s2)cs1 | 90 | 94 | 0 | 105 | 87 | 96 | 17 | 4
CC1(C)Cc2ccccc2/C(=C/C(=O)N2CCCCCC2)N1 | 98 | 96 | 0 | 95 | 93 | 97 | -7 | -4
CC(=O)N1CCn2c3c(c4cc(C)ccc42)CCCC31 (stereo not drawn) | 102 | 100 | 0 | 103 | 103 | 103 | -5 | 9
COc1ccc(NC(=O)C(Cc2ccccc2)n2cccc2)c(OC)c1 (stereo not drawn) | 104 | 99 | 1 | 100 | 78 | 105 | 3 | -4
CCOc1ccc2nc(NC(=O)C3(C)CC3(Br)Br)sc2c1 (stereo not drawn) | 99 | 92 | 1 | 120 | 89 | 100 | 4 | 4
COC(=O)N/N=C/c1cc(N=Nc2ccccc2Cl)ccc1O | 96 | 100 | 2 | 106 | 89 | 102 | -4 | 10
CN1C(C(=O)NCc2ccco2)=CC(c2ccc(F)cc2)=NS1(=O)=O | 104 | 101 | 0 | 100 | 106 | 103 | -3 | -2
CCN(CC(=O)NC(C)(C)C)Cc1nc2c(Br)cc(Br)cc2c(=O)[nH]1 | 99 | 96 | 0 | 106 | 99 | 112 | / | -6
O=C1c2ccccc2C(Nc2ccc3c(c2)OCCO3)N1c1ccccn1 (stereo not drawn) | 97 | 101 | 0 | 102 | 86 | 94 | -18 | 3
CCOc1ccc2oc(C(=O)Nc3ccc(N4CCOCC4)cc3)c(C)c2c1 | 97 | 95 | 1 | 94 | 97 | 103 | -3 | 10
CC(C)(C)C(=O)CN1C(=O)NC2(CCCc3ccccc32)C1=O (stereo not drawn) | 94 | 101 | 2 | 94 | 100 | 108 | 10 | 2
CC12CCC(C(=O)N(CCCCN3CCN(Cc4ccccc4)CC3)C1=O)C2(C)C (stereo not drawn) | 109 | 100 | 0 | 112 | 101 | 96 | 4 | 9
Cc1cccc(Cc2cnc(NC(=O)C3=NCCN3)s2)c1 | 94 | 101 | 0 | 98 | 97 | 100 | 8 | -4
Cc1cc(C(=O)OC(C)C(=O)N2CCc3ccccc32)ccc1[N+](=O)[O-] (stereo not drawn) | 95 | 89 | 0 | 94 | 83 | 90 | -3 | -24
Cc1c(C(=O)NCCSCc2ccccc2Cl)cccc1[N+](=O)[O-] | 95 | 100 | 3 | 108 | 91 | 99 | 1 | -40
CC(=O)c1c(C)[nH]c(C(=O)NCC2CCCCC2)c1C | 98 | 97 | 0 | 107 | 91 | 105 | 5 | 17
COc1ccc(C(=O)OCC(=O)NCC2CCCO2)c(F)c1 (stereo not drawn) | 93 | 94 | 1 | 90 | 96 | 97 | -8 | /
CCn1c(CC(=O)Nc2ccccc2F)nnc1SCC(=O)NC1CCCCC1 | 115 | 103 | 1 | 101 | 104 | 104 | 8 | -14
Cc1ccc(NC(=O)COc2ccccc2C#N)cc1S(=O)(=O)N1CCCCCC1 | 103 | 96 | 4 | 104 | 95 | 100 | -14 | /
O=C(Nc1ccc(Cl)c(Cl)c1)C1CCN(C(=O)c2ccco2)CC1 | 104 | 98 | 0 | 105 | 104 | 103 | -9 | ?
CC(=O)c1cc(OC(=O)N2CCOCC2)ccc1OC(=O)N1CCOCC1 | 106 | 108 | 0 | 104 | 102 | 100 | -2 | 4
COc1cccc(CNc2cc(CSc3ccc(Cl)cc3)nc(C)n2)c1 | 102 | 97 | 0 | 96 | 99 | 85 | 27 | 10
Cc1ccc(Cl)cc1NC(=O)c1ccccc1OCC(=O)Nc1ccc(Cl)cc1 | 101 | 103 | 9 | 94 | 113 | 122 | 5 | -10
Cc1ccc(SCc2cc(=O)n(C)[nH]2)cc1 | 92 | 95 | 1 | 97 | 97 | 90 | -2 | -2
Cc1cccc(C(=O)NC(=S)Nc2cccc3nc(C)ccc23)c1 | 92 | 98 | 0 | 104 | 91 | 92 | 7 | 1
O=C(O)CNC(=S)N(Cc1ccccc1Cl)C1CCCCC1 | 104 | 104 | 0 | 112 | 100 | 104 | 18 | -3
CCC(=O)Nc1ccc(C(=O)N2CCN(C(=O)c3ccco3)CC2)cc1 | 93 | 94 | 2 | 98 | 93 | 104 | 16 | 3
COc1ccc(C(CNC(=O)c2cc(C)on2)N(C)C)cc1 (stereo not drawn) | 100 | 102 | 4 | 96 | 106 | 107 | 0 | 0
CC(C)c1nnc(SCC(=O)N2CCc3ccccc32)n1N | 106 | 110 | 4 | 103 | 101 | 124 | -18 | -1
COc1ccc2nc(N/C(N)=N/C(=S)Nc3ccc(C)c(C)c3)nc(C)c2c1 | 105 | 104 | 2 | 108 | 110 | 111 | 8 | 8
C=CCNC(=O)c1cc2cccc(OC)c2oc1=O | 101 | 104 | 3 | 110 | 101 | 102 | -11 | -12
O=C(NC1CCCCC1)C(c1ccccc1)N(C(=O)Cc1ccsc1)c1ccccc1 (stereo not drawn) | 98 | 93 | 2 | 95 | 100 | 101 | 27 | 17
O=C(O)CCCN1C(=O)NC2NC(=O)NC21 (stereo not drawn) | / | 96 | 0 | 96 | 95 | 97 | 3 | 8
O=C(Cc1ccc(NS(=O)(=O)c2ccc(F)cc2)cc1)NCc1ccccc1 | 101 | 97 | 1 | 97 | 106 | 99 | 3 | 5
CN1CCCN(C(=O)Cc2c(Cl)cccc2Cl)c2nc3ccccc3nc21 | 92 | 89 | 0 | 86 | 83 | 89 | 6 | -18
COc1ccc(CN(C)CC(=O)Nc2ccc(SC(F)F)cc2)cc1OC | 104 | 100 | 2 | 99 | 98 | 101 | 0 | 3
O=C(CNS(=O)(=O)c1ccccc1)N1CCN(Cc2ccccc2)CC1 | 107 | 110 | 1 | 100 | 105 | 99 | 12 | 1
O=C(C[n+]1ccccc1)N/N=C/c1cccc(Cl)c1Cl | 104 | 99 | 8 | 106 | 113 | 110 | -4 | -6
Cc1cc(C)nc(NC(=O)c2ccc(COc3ccccc3Cl)cc2)c1 | 94 | 98 | 0 | 112 | 91 | 109 | 6 | -8
Cc1cccc(Nc2cc(C)nc3ccccc23)c1 | 92 | 104 | 0 | 87 | 89 | 102 | 4 | 7
Cc1cc(C)c2c(N)c(C(=O)NN)sc2n1 | 97 | 93 | 0 | 108 | 88 | 97 | -36 | 11
O=C(N/C(=N\O)c1ccccc1)Nc1ccc(Cl)cc1 | 95 | 96 | 0 | 104 | 108 | 107 | 8 | /
NC(=O)c1cc(S(=O)(=O)NCc2cccc(Br)c2)cs1 | 98 | 92 | 2 | 91 | 92 | 99 | 5 | 3
O=C(NC1CCS(=O)(=O)C1)Oc1ccccc1 (stereo not drawn) | 101 | 96 | 0 | 96 | 103 | 101 | 20 | -8
COc1ccc(NC(=O)C(=O)NCCN2CCN(C(=O)c3cccs3)CC2)cc1 | 104 | 101 | 1 | 102 | 95 | 103 | 4 | -1
Cc1ccc(-c2ocnc2C(=O)Nc2nc(C)cs2)cc1 | 90 | 106 | 8 | 84 | 105 | 106 | 1 | 5
CCOC(=O)Nc1ccc(S(=O)(=O)Nc2nc(C)cc(C)n2)cc1 | 104 | 102 | 1 | 102 | 101 | 104 | 13 | 3
CSc1ncccc1C(=O)Nc1ccc2c(c1)OCCO2 | 99 | 98 | 0 | 98 | 105 | 101 | 8 | -3
CCN1CCN(Cc2ccc(NC(=O)c3ccc(C)c(NC(=O)C[C@@H]4NC(=O)[C@H](Cc5ccccc5)NC4=O)c3)cc2C(F)(F)F)CC1 | 94 | 105 | 1 | 130 | 97 | 95 | -5 | -2
Cc1cccn2c(=O)c3cc(C(=O)NCCN4CCOCC4)c(=N)n(CCc4ccccc4)c3nc12 | 90[may fluoresce violet] | 47*[may fluoresce violet] | 3 | 94[may fluoresce violet] | ? | 210*[may fluoresce violet] | -2 | 38
Cc1cc(=O)[nH]c(N/N=C/c2c(C)nn(-c3ccc(F)cc3)c2Cl)n1 | 98 | 104 | 0 | 108 | 118 | 113 | -1 | 11
CC(c1ccccc1)N1C(=O)c2ccc(C(=O)Nc3ccc(Br)cc3C(=O)O)cc2C1=O (stereo not drawn) | 99 | 113 | 1 | 75 | 102 | 96 | 39 | 3
CC(OC(=O)c1ccc(NS(=O)(=O)c2ccc3[nH]c(=O)[nH]c3c2)cc1)C(=O)Nc1ccc(Cl)cc1 (stereo not drawn) | ? | ? | 1 | ? | 91[may fluoresce red] | ? | -13 | -1
CCOc1ccc(Nc2cc(=O)oc3ccccc23)cc1 | 93 | 100 | 0 | 108 | 90 | 99 | -93 | -36
CC(C)CCNC(=O)c1csc2c1CCCCC2 | 90 | 96 | 0 | 98 | 88 | 91 | 1 | 1
Cc1cccc(CNC(=O)c2ccc(NC(=O)C3=CSCCO3)cc2)c1 | 103 | 102 | 1 | 102 | 106 | 99 | 15 | 17
Next results.
SMILES | AGP1-GFP MLPCN | RPL19A-GFP yeast | GRK2 aptamer HTS | LAP4 TOR yeast | CIT2 TOR yeast | MEP2 TOR yeast | VLA-4 inh | GASC-1 inh
CC12COC3(C(=O)N4CCN(c5ccccn5)CC4)CC1CCC32C (stereo not drawn) | 100 | 98 | 0 | 92 | 94 | 99 | -10 | 45
CCCCCc1ccc(-c2cn(Cc3ccc4ccccc4c3)nn2)cc1 | 87 | 102 | 2 | 122 | 100 | 92 | -3 | 11
CC(=O)N1CCc2cc(S(=O)(=O)CCC(=O)NCCc3ccc(Cl)cc3)ccc21 | 101 | 96 | 4 | 95 | 106 | 93 | -4 | 6
Cc1ccc(NC(=O)CSc2nnc(-c3ccncc3)o2)cc1C | 101 | 98 | 0 | 99 | 97 | 97 | 3 | 5
CC(=O)NCCCc1nc2ccccc2n1Cc1ccccc1F | 101 | 94 | 0 | 90 | 79 | 94 | 2 | -6
CCn1nnc(NC(=O)c2cc3ccccc3o2)n1 | 102 | 100 | 3 | 106 | 101 | 103 | 19 | 36
CN(Cc1ccccc1)C(=O)COc1cc(Cl)ccc1Cl | 99 | 101 | 3 | 106 | 97 | 94 | 3 | -11
CC(C)c1ccc(OCC(=O)Nc2ccccc2C(=O)N2CCOCC2)cc1 | 97 | 103 | 2 | 91 | 100 | 104 | -4 | 3
Cc1ccc(NC(=O)COC(=O)CCC(=O)c2ccc(C(C)(C)C)cc2)c([N+](=O)[O-])c1 | 99 | 102 | 0 | 90 | 100 | 103 | 11 | -1
O=C(Nc1cc(C(F)(F)F)ccc1N1CCOCC1)c1cccs1 | 95 | 97 | 0 | 102 | 84 | 103 | 4 | -1
CCN1C(=O)/C(=C2/Sc3ccc(OC)cc3N2C)SC1=Nc1ccc(OC)cc1 | 83 | 87 | 0 | 85 | / | 100 | 15 | 3

Assay outcomes as filed in PubChem.
